Screens as filed in PubChem BioAssay.
TLR9-MyD88 inh: inhibitors of TLR9-MyD88 association in cells, primary screen, cell-based, CHO, BLA complementation, fluorescence; Toll-like receptor 9 (Homo sapiens) + Myeloid differentiation primary response protein …; CCF4 FRET ratio; inhibition, % at 4.98 µM; 340,000 tested, 0.21% active; AID 504734, 2011;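 active = inhibition above the mean over all tested compounds plus 3 SD, cut at about 21% in these data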;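 also: 0% = DMSO only wells and 100% = clavulanate BLA inhibitor control wells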
m5-HT2A agonist: mouse Htr2a agonists via beta-arrestin recruitment, primary screen, cell-based, luminescence. 5-hydroxytryptamine receptor 2A (Mus musculus), P35363. CHO-K1 mHTR2A beta-arrestin complementation; percent of 30 µM serotonin response. activation, % at 7.6 µM. 360,000 tested, 0.66% active;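 active = activation above a run cutoff, the mean activation of all tested compounds plus 3 SD, cut at about 14% in these data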;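 also: 0% = plate median of compound wells and 100% = 30 µM serotonin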
Glyco luc inh: increase of ERlucT glycosylation luciferase signal, primary screen, N-linked glycosylation inhibitor project, D54 ERlucT cells, luminescence, set 2; reporter increase, % at 12.5 µM; D54 ERlucT glycosylation luciferase reporter, 24 h; percent of 100 nM tunicamycin response; 360,000 tested, 0.23% active;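 active = mean luciferase reporter signal, scaled so untreated is 0 and the glycosylation-blocking control 100, at or above a set limit in every replicate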;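 also: luciferase carries N-glycosylation sites so blocking glycosylation raises the light; 0% = median of neutral control wells and 100% = median of 100 nM tunicamycin wells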
ABHD5-PLIN5 inh: ABHD5-PLIN5 interaction inhibitors, primary screen, cell lysate, split luciferase complementation, luminescence; AID 602281, 2012; Perilipin-5 (Homo sapiens) + 1-acylglycerol-3-phosphate O-acyltransferase ABHD5 (Homo …; inhibition, % at 4 µM; 360,000 tested, 0.78% active; Split G. princeps luciferase complementation, 4 h;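 active = inhibition above the mean inhibition across every tested compound plus 3 SD, cut at about 22% in these data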;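 also: 0% = DMSO only wells and the 100% control is not disclosed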
Target sequence (Q00G26 whole entry, looked up): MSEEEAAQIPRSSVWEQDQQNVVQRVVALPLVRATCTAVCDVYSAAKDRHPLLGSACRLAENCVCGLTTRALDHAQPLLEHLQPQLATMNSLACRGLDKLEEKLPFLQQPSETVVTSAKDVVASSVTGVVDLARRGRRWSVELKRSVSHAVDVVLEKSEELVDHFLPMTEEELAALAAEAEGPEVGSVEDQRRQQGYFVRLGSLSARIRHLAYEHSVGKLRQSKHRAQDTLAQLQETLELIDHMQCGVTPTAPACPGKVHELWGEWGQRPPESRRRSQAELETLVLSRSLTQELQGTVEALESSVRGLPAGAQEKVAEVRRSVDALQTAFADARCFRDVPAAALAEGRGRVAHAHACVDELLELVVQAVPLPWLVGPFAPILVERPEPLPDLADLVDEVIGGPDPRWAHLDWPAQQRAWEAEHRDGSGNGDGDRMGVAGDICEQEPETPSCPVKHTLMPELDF
Target sequence (Q8WTS1 whole entry, looked up): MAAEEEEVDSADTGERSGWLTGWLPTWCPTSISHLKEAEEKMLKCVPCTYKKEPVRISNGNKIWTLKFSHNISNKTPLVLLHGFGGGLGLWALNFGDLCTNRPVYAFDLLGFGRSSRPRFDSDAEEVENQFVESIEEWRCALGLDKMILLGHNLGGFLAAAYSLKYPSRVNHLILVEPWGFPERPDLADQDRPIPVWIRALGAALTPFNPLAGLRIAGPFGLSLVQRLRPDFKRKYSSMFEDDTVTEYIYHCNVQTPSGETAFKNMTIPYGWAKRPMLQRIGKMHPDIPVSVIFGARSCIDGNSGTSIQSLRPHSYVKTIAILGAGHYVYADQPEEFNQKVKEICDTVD
MC4R antag cAMP: MC4R antagonists of cAMP signaling, primary screen, cell-based, TR-FRET, antagonist arm of biased-ligand search | inhibition, % at 6.5 µM | MC4R-expressing cells, MTII-stimulated cAMP, LANCE TR-FRET | 360,000 tested, 0.48% active;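 active = inhibition above its plate's cutoff, the mean of tested wells on that plate plus 3 SD, cut at about 29% in these data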;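 also: 0% = Melanotan II alone and 100% = Melanotan II plus saturating MCL0020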
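Assay system: human MC4R-expressing U2OS cells; reagent: Melanotan II stimulation of cells; dosing: 6.5 µM single dose; timing: compound 30 min, challenge 1 h, detection 1 h; signal: TR-FRET cAMP assay; replicates: one well per compound, no replicates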
NCOA2 inhibitor: inhibition of GAL4-SRC2 driven luciferase reporter, primary screen, SRC2 inhibitor project, cell-based, luminescence | 370,000 tested, 0.17% active | inhibition, % at 9 µM | AID 651957, 2012 | HEK293 GAL4-SRC2 luciferase reporter;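 active = inhibition above the mean inhibition of all tested compounds plus 3 SD, set per campaign, cut at about 52% in these data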;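 also: 0% = DMSO treated cells and 100% = cells given Gossypol at 36 µM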
NOD2 RIPK2 PPI: NOD2-RIPK2 binding disruptors in cells, primary screen, fluorescence, CHO cells, BLA complementation; CCF4 ratio; inhibition, % at 4.98 µM; 360,000 tested, 0.38% active; in the data active = inhibition above about 21%;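 also: 0% = vehicle only and 100% = reference blocker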
MC4R ag barr: MC4R agonists recruiting beta-arrestin, primary screen, cell-based, luminescence, agonist arm of biased-ligand search | 360,000 tested, 0.98% active | Melanocortin receptor 4 (Homo sapiens), P32245 | activation, % at 8.9 µM | AID 540308, 2011 | U2OS MC4R beta-arrestin complementation; percent of melanotan II response, DMSO zero;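 active = activation above a per-plate cutoff, the mean activation of sample wells on that plate plus 3 SD, cut at about 8% in these data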
Cardio protect: cardioprotection against H2O2-induced cell death, primary screen, uHTS, H9c2 cells, ATPLite luminescence. H9c2 cardiomyocytes, H2O2 injury protection, 2 h. protection from H2O2 cell death, % at 20 µM. 360,000 tested, 0.63% active;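 active = compounds giving at least 50% protection of heart cells from peroxide-induced death in the single-dose screen, raw or plate-pattern-corrected value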;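 also: 0% = DMSO wells with peroxide and 100% = DMSO wells without peroxide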
ABCB6 inh MLPCN: ABCB6 transporter inhibitors, primary screen, K562-ABCB6 cells, flow cytometry, MLPCN library | ATP-binding cassette sub-family B member 6 (Homo sapiens), Q9NP58 | K562-ABCB6 porphyrin accumulation, 1 h; active compounds read low | fluorescence ratio to DMSO, % at 10 µM | 360,000 tested, 0.19% active | AID 602162, 2011;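 active = fluorescence ratio to DMSO below 75%, the collection mean minus 3 SD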;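 also: signal is porphyrin accumulated inside mitochondria; 100% equals median channel fluorescence of DMSO control wells; lower ratio means ABCB6 inhibition with less porphyrin fluorescence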
Active calls of the source: *; . = not tested or not shown.

SMILES	TLR9-MyD88 inh	m5-HT2A agonist	Glyco luc inh	ABHD5-PLIN5 inh	MC4R antag cAMP	NCOA2 inhibitor	NOD2 RIPK2 PPI	MC4R ag barr	Cardio protect	ABCB6 inh MLPCN
O=c1cc(CN2CCNCC2)nc2sccn12	-2	3	1	-1	-2	-16	4	-2.3	13	95
Cc1ccc(Cc2c(C)nc3nc(SCC(=O)N4CCC5(CC4)OCCO5)nn3c2C)cc1	-1	-3	1	1	-5	1	2	-0.8	0	96
CCCCn1c(O)c(C(C)=NCCc2ccccc2)c(=O)[nH]c1=O	2	-3	-1	7	11	5	-1	0.8	-2	101
O=c1[nH]c(=O)n(Cc2ccc(F)cc2)c(O)c1C=Nc1ccc(Cl)cc1	-8	3	2	-2	11	-7	-11	1.4	-5	100
COCCO[C@H]1CCC2C3CC=C4C[C@@H](O)CC[C@]4(C)C3CC[C@@]21C (stereo partly specified)	3	0	-2	-3	-1	3	9	6.0	-3	93
COc1cccc(C(c2nnnn2Cc2ccccc2)N2CCC(n3c(=O)[nH]c4ccccc43)CC2)c1OC (stereo unspecified)	.	0	-10	11	.	23	0	.	23	74*
CC(C)(O)/C=C/C(=O)C(C)(O)C1C(O)CC2(C)C3CC=C4C(C=C(O)C(=O)C4(C)C)C3(C)C(=O)CC12C (stereo unspecified)	12	30*	-21	42*	-11	75*	13	-2.7	-1	87
O=c1[nH]c(=O)n(-c2cccc3ccccc23)c(O)c1C=NCCCn1ccnc1	-2	-2	2	-7	17	1	1	-1.5	6	107
Brc1ccc(Oc2ccc(Br)cc2Br)c(Br)c1	3	-2	-5	1	7	14	14	2.0	-1	102
C=CCN1C(=O)CSc2ccc(C(=O)N3CCC4(CC3)OCCO4)cc21	0	4	3	4	4	-2	0	-1.0	8	99
Cc1ccc(N2C(=O)NC(=O)C(CCc3ccccn3)(Cc3cccc(Cl)c3Cl)C2=O)cc1 (stereo unspecified)	-5	-1	2	-11	4	-1	-1	-2.0	0	100
O=Cc1cn(CCCOc2ccccc2)c2ccccc12	7	-7	-8	0	-2	1	9	-2.7	0	95
COc1cc2c(cc1OC)C(C(=O)NC(C)C)C1CCCCN1C2=O (stereo unspecified)	0	7	3	3	9	-7	-7	-1.5	7	96
O=C1NC(=O)N(c2ccccc2)C(=O)/C1=C\C=C\c1ccccc1	.	1	.	21	14	11	4	0.7	-4	100
CCC(=O)OC(Cc1ccccc1)(c1ccccc1)[C@H](C)CN(C)C (stereo partly specified)	2	-6	-2	-3	15	0	-7	0.2	3	100
N#CC1=C(N)Oc2c(c(=O)oc3ccccc23)C1c1cccnc1 (stereo unspecified)	-10	3	0	0	12	3	0	-0.6	24	98
CCC1(Cc2ccccc2)C(=O)NC(=S)N(C)C1=O (stereo unspecified)	-9	-4	-1	-5	12	-3	-2	-0.5	4	102
CCOC(=O)c1c(/N=C/c2c(O)n(-c3ccc(F)cc3)c(=S)[nH]c2=O)sc2c1CCCC2	-2	5	3	-7	4	0	3	-2.1	4	110
COc1cc(CN2CCN(C(=O)COc3ccccc3)CC2)cc(OC)c1OC	-10	5	1	8	9	-2	-5	0.9	1	99
Cc1c(C(=O)O)cccc1-n1c(C)cc(/C=C2\C(=O)NC(=O)N(c3ccc4c(c3)OCO4)C2=O)c1C	0	3	2	6	5	7	4	-1.9	-2	100
CCC(=O)N1N=C2C3CCN(CC3)C2C1c1ccc(C)cc1 (stereo unspecified)	-4	-3	2	-1	9	-4	-41	0.6	-1	97
CCOC(=O)[C@]12Cc3c(cc(OC)c(OC)c3OC)[C@H]1N(C1CCCCC1)C(=O)c1ccccc12	.	13	.	39*	.	-5	28*	.	.	91
CC1CCN(c2cc(Br)c([N+](=O)[O-])cc2F)CC1	0	-2	-3	-3	-6	25	-5	1.9	-15	99
O=C(Nc1nccs1)C(Cl)(Cl)Cl	0	-1	1	1	1	0	-4	-0.6	-2	98
CC(C)Oc1ccc(CCN)cc1Cl	6	6	2	-1	-1	17	0	0.1	8	95

Other entries.
SMILES	TLR9-MyD88 inh	m5-HT2A agonist	Glyco luc inh	ABHD5-PLIN5 inh	MC4R antag cAMP	NCOA2 inhibitor	NOD2 RIPK2 PPI	MC4R ag barr	Cardio protect	ABCB6 inh MLPCN
CC1(C)CN(S(=O)(=O)OCC(Cl)(Cl)Cl)C(=O)N1	-8	-6	1	11	-2	2	8	-1.1	-3	107
O=C1NC(=S)N(c2ccccc2F)C(=O)/C1=C\c1cccs1	-6	-2	3	-8	5	-12	-78	-0.8	-14	100
CC/C(=N\Nc1cccc2ccccc12)c1c(O)[nH]c(=O)[nH]c1=O	-1	-2	2	10	12	10	-9	-2.5	10	102
CC(Cc1ccc(O)cc1)NCC(O)c1cc(O)cc(O)c1 (stereo unspecified)	-1	2	1	-1	.	-20	2	.	6	98
CCn1c(O)c(/C=N/N2CCOCC2)c(=O)n(CC)c1=S	-9	2	0	-3	-12	5	-3	1.4	5	99
N[C@@H](Cc1c[nH]c2ccccc12)c1nnc(SCc2ccccc2)o1	-8	2	-1	4	0	-38	7	0.4	-1	98
C=CCn1c(O)c(C(C)=Nc2cccc(C(F)(F)F)c2)c(=O)[nH]c1=O	-9	10	0	98*	0	-34	-5	-0.2	-4	98
COC(=O)C1=C(c2cc3ccccc3s2)C[C@@H]2CC[C@H]1N2C(=O)NCCCOC(C)C	5	-4	-3	0	4	15	-10	-0.5	-1	97
CCN(CC)CCN=Cc1c(O)n(CCc2ccccc2)c(=O)[nH]c1=O	-4	2	-1	-6	-1	-3	-4	-2.6	9	105
COc1cc(CNCCc2c[nH]c3ccccc23)cc(OC)c1OC	-18	-4	0	2	-2	-11	-7	-1.3	-12	96
O=c1[nH]c(=O)n(-c2ccc(Br)cc2)c(O)c1C=NC(CO)(CO)CO	.	-4	0	-4	5	-33	-11	0.7	2	102
CC1(C)C2CC=C(CN3CCC(O)CC3)C1C2 (stereo unspecified)	3	-5	-1	-2	0	6	-7	0.4	4	100
COc1ccc(-n2c(-c3ccccc3F)nc3ccccc3c2=O)cc1	-1	3	3	-3	-2	-6	0	-2.3	1	99
COC(=O)NC(=C(Cl)Cl)P(=O)(c1ccccc1)c1ccccc1	-1	3	1	-1	14	9	5	-1.5	1	104
Cc1cccc(N2CCN(Cc3ccc4c(c3)OCO4)CC2)c1C	3	-9	-1	4	3	11	16	-0.3	0	96
O=[N+]([O-])NC1=NCN(Cc2ccco2)CN1Cc1ccco1	4	-4	6	6	7	2	-10	3.8	1	100
COc1ccc(-c2ccc(OC)c(OC)c2OC)cc1	2	1	13	9	-16	-35	0	0.2	-4	104
COc1ccccc1N1C(=O)CC(=O)NC1=O	2	-1	2	27*	-2	2	-1	-2.7	-1	101
O=C(N[C@H]1CP(=O)(Oc2ccccc2)O[C@H](COCc2ccccc2)[C@H]1O)C(Cl)(Cl)Cl (stereo partly specified)	-16	-4	1	3	21	-14	-6	4.1	-1	99
C[C@]12CCC3C(CC[C@H]4C[C@@H](O)CC[C@]34C)C1CC[C@@H]2OC(=O)[C@H](N)CCCCN (stereo partly specified)	0	-1	5	0	-2	-6	0	-0.9	14	97
O=P(Nc1c(Cl)cccc1Cl)(c1ccccc1)c1nc2c(s1)CCCC2 (stereo unspecified)	-6	-5	1	-2	-3	.	-3	2.3	-1	104
CC(=O)Nc1ccc(C=C2C(=O)NC(=O)NC2=O)cc1	4	4	3	11	1	-13	6	-0.9	6	100
C=CCN1C(=O)NC(=O)C(CCc2ccncc2)(CCc2ccncc2)C1=O	-3	5	0	2	11	-3	-2	-0.2	4	99
COc1ccc(-n2nnnc2C(c2cccs2)N2CCC(n3c(=O)[nH]c4ccccc43)CC2)cc1 (stereo unspecified)	.	2	-4	7	.	16	1	.	42	96
CN(C=O)CP(=O)(O)CN(C)C=O	1	-1	0	-2	-8	-14	-23	-3.0	10	108

New compounds follow
SMILES	TLR9-MyD88 inh	m5-HT2A agonist	Glyco luc inh	ABHD5-PLIN5 inh	MC4R antag cAMP	NCOA2 inhibitor	NOD2 RIPK2 PPI	MC4R ag barr	Cardio protect	ABCB6 inh MLPCN
COc1ccc2[nH]c(C)c(CCN3CCC(=O)C(C)C3C)c2c1 (stereo unspecified)	8	2	2	-3	3	5	-3	0.9	-3	94
O=C1CCCN1C(=O)c1cncc(Br)c1	9	2	1	0	7	2	-2	-1.9	2	100
O=C(Cc1ccccc1)Oc1ccc(N2C(=O)C3CCCCC3C2=O)cc1 (stereo unspecified)	-1	0	2	-5	4	7	-8	1.1	-2	94
Nc1ccc(Cl)c(Cl)c1	-7	1	4	12	2	-10	2	-0.7	3	103
Cc1ccc(CNCCc2ccccc2F)cc1	-6	-4	-1	0	23	-13	-20	-1.2	-4	105
Cc1c(C(=O)N2CCC3(CC2)OCCO3)sc2ncnc(N(C)c3ccccc3)c12	0	-4	-2	-4	1	18	4	-1.4	7	106
O=C(Cc1ccc([N+](=O)[O-])cc1)N1CCN(Cc2ccc3c(c2)OCO3)CC1	.	1	0	1	-2	-9	-14	-2.4	5	95
O=P(OCC(F)(F)C(F)F)(N1CCCCC1)N1CCCCC1	1	6	4	2	13	7	-7	-2.1	4	89
CN(C(=O)Oc1ccc(F)cc1)c1ccccc1	-11	2	2	1	5	15	9	0.2	-1	98
COC(=O)C1=C(c2ccc(S(C)(=O)=O)cc2)C[C@@H]2CC[C@H]1N2C(=O)N1CCC(C)CC1	-3	-10	1	-2	3	9	7	-0.7	1	99
COC(=O)C1=C(c2ccc(OC)c(OC)c2)C[C@@H]2CC[C@H]1N2C(=O)N1CCC(O)CC1	1	2	0	4	6	-2	-6	0.2	4	102
COc1ccc(CCC(=O)N2CCC3(CC2)OCCO3)cc1	-3	-3	-2	3	-4	-12	4	-0.2	-2	96
CN1C(=O)NC(=O)C(N=Nc2ccc(Cl)cc2)C1=O (stereo unspecified)	8	-1	5	-2	-9	-50	-6	-2.8	-11	91
Cc1cc(C)[n+](C2C3CC4CC(C3)CC2C4)o1 (stereo unspecified)	-3	-4	6	-7	3	11	-4	1.4	-5	99

The list is partial. The share of hits here may be higher or lower than overall.
